CHRM1 PAM: human CHRM1 positive allosteric modulation; activation, % at 3 µM; 0.088% of 360,000 active; CHO-K1 hM1, Fluo-8 calcium fluorescence, ACh EC20; 0% = ACh EC20, 100% = maximal ACh; P11229; AID 588819; in the data active means activation above about 19%, passing the limit was not always enough
Target sequence (P11229 whole entry, looked up): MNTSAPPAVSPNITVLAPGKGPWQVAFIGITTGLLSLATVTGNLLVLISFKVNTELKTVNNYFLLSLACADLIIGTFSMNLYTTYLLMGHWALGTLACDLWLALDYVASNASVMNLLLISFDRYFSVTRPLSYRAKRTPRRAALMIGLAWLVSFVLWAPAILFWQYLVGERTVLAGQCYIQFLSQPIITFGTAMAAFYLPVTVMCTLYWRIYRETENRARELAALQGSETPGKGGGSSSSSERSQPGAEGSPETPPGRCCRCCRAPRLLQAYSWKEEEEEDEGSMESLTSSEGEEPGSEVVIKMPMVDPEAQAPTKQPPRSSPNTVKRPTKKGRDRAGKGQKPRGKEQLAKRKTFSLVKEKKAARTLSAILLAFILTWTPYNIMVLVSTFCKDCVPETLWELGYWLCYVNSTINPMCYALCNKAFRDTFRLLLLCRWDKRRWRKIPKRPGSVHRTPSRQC
CHO-K1 Ca PAM: counter-screen for M1 PAMs: effect in parental CHO-K1 cells | activation, % at 3 µM | AID 602247 | ATP EC20, Fluo-8 calcium fluorescence; 0% at ATP EC20, 100% at ATP max | 0.02% of 360,000 active;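 active means activation above the run cutoff, the mean activation of all test compounds plus 3 SD, cut at about 40% in these data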;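 further: peak over basal fluorescence ratio in a 140 s read after ATP addition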
CHO parental Ca: counter-screen: ATP calcium response change in parental CHO cells | parental CHO-K1, ATP-induced calcium, Fluo-8 fluorescence | inhibition, % at 5.6 µM | 0.63% of 330,000 active;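 active means inhibition above that plate's mean sample inhibition plus 3 SD, cut at about 26% in these data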;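 further: 0% = ATP-challenged DMSO wells and 100% = DMSO wells without ATP; some compounds past the cut are filed as inactive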
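Assay system – parental CHO cells · Reagent – ATP stimulus · Detection – intracellular calcium via Fluo-8 no-wash fluorescent dye · Evaluation – percent inhibition of ATP-evoked calcium rise, normalized to controls · Controls – ATP wells versus no-ATP DMSO wells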
TAAR1 antagonist: human TAAR1 antagonism | Q96RJ0 | CHO RD-HGA16 TAAR1, Fluo-8 calcium fluorescence, antagonist | inhibition, % at 3 µM | 1.5% of 360,000 active;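 active means inhibition above a per-plate cutoff, the mean inhibition of test compounds on that plate plus 3 SD, cut at about 49% in these data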;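 further: 0% = DMSO plus EC80 beta-PEA response and 100% = DMSO alone without agonist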
Target sequence (Q96RJ0 whole entry, looked up): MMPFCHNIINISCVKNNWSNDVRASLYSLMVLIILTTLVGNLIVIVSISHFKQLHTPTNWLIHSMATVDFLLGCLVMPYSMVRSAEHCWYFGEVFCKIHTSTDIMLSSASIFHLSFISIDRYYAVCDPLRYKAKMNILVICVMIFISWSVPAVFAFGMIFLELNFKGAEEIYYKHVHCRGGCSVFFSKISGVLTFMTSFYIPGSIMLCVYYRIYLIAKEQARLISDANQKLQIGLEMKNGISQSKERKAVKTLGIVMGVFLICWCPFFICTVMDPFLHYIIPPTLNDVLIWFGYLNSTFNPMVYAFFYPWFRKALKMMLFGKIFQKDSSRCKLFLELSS
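Test system – hTAAR1-expressing CHO RD-HGA16 cells, Gα16-coupled · Also added – β-PEA at EC80 concentration, post-compound challenge · Compound – 3 µM, single point · Incubation – dye loading 75 min at 37 °C, then 30 min room temperature · Measured by – Fluo-8 intracellular calcium dye fluorescence, real-time kinetic reads · Benchmarks – vehicle and agonist controls · Replicates – singlicate, one well per test compound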
TAAR1 agonist: human TAAR1 agonism. CHO RD-HGA16 TAAR1, Fluo-8 calcium fluorescence; vehicle wells 0%, saturating PEA agonist 100%. Q96RJ0. activation, % at 3 µM. 0.99% of 360,000 active;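 active means activation above the mean activation of all test compounds in the run plus 3 SD, cut at about 38% in these data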
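Assay system: CHO-derived RD-HGA16 cells with stable Gα16 and human TAAR1; timing: 17-24 h seeding, 75 min 37 °C dye, 30 min RT; read-out: % activation from peak over basal fluorescence ratio, DMSO-to-PEA scaled; measured by: kinetic Fluo-8 calcium fluorescence; benchmarks: low control DMSO, high control PEA (EC100); doses: 3 µM single concentration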
M1 antag: antagonists of human M1 muscarinic receptor. P11229. CHO-K1 hM1, Fluo-8 calcium fluorescence, ACh EC80 antagonist. inhibition, % at 3 µM. 1.3% of 360,000 active. AID 588852;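 active means percent inhibition above its own plate's cutoff, namely the mean of that plate's compound wells plus 3 SD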;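 further: peak over basal fluorescence ratio during 140 s after agonist addition; 0% = ACh EC80 plus DMSO and 100% = DMSO alone without agonist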
CHRM1 agonist: human M1 muscarinic receptor agonism; P11229; CHO-K1 hM1, Fluo-8 calcium fluorescence, agonist mode; 0% DMSO, 100% acetylcholine EC100; activation, % at 3 µM; 0.33% of 360,000 active;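 active means activation above the run's mean compound activation plus 3 SD, cut at about 16% in these data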;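 further: peak over basal fluorescence ratio within a 140 s kinetic read after compound addition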
CHO-K1 Ca antag: M1 antagonist counterscreen hit in parental CHO-K1 cells | ATP-induced calcium, Fluo-8 fluorescence | inhibition, % at 3 µM | 0.6% of 360,000 active | AID 602250;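 active means inhibition above a per-plate cutoff, the plate's mean sample inhibition plus 3 SD, cut at about 24% in these data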;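 further: 0% = DMSO plus EC80 ATP and 100% = DMSO alone without ATP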
M1 ag parental: nonselective activator or artifact in parental CHO-K1 cells; activation, % at 3 µM; AID 602248; Fluo-8 calcium fluorescence; scaled to maximal ATP response, vehicle zero; 0.48% of 360,000 active; in the data active means activation above about 15%;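 further: untransfected CHO-K1 host cells lacking M1 receptor as counterscreen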
* = called active by the depositor; x = not tested or not shown.

SMILES	CHRM1 PAM	CHO-K1 Ca PAM	CHO parental Ca	TAAR1 antagonist	TAAR1 agonist	M1 antag	CHRM1 agonist	CHO-K1 Ca antag	M1 ag parental
COc1ccc(CNCc2cn(-c3cccc(F)c3)nc2-c2ccc(C)o2)cc1	8	4	-20	7	4	-8	-1	12	-0.4
CC(C)(C)OC(=O)N1CCC(C(=O)N[C@@H](Cc2ccccc2)C(=O)O)(c2ccccc2)CC1	7	26	-4	4	4	-6	-4	-17	0.8
COc1cccc(NC(=O)c2cc([N+](=O)[O-])ccc2N2CCN(C)CC2)c1	7	19	-5	19	1	-8	-13	-4	0.3
Cc1nnc(Nc2ccc(C(=O)NCCO)cc2)c2ccccc12	9	12	-5	9	8	-3	-4	-7	0.1
O=[N+]([O-])c1ccc(Oc2c(F)c(F)nc(N3CCCC3)c2F)cc1	-12	-5	-10	34	7	28*	-5	13	11
Cc1n[nH]c(=O)nc1N/N=C/c1cccs1	6	13	-9	-8	7	0	-8	-5	-0.1
O=C(NCC1CCCO1)c1sc2cc(Cl)ccc2c1Cl (stereo not given)	-5	-9	-21	-2	0	4	-1	7	-0.1
CN1CCN(C(=O)C2=C[C@H](c3ccc(C(F)(F)F)cc3)C[C@H](OCc3ccc(CO)cc3)O2)CC1	7	19	-10	15	8	-3	-7	-14	3.4
O=C(Nc1nnc(-c2ccc3c(c2)CCCC3)o1)c1c(F)cccc1F	15	3	-5	-24	-1	-5	-4	-3	0.4
CC(C)(C)C(=O)CSc1ncnc2c1cnn2-c1ccccc1	0	9	-5	-2	3	-6	-2	-5	-0.3
O=C1CN(C(=S)Nc2ccc(OC(F)F)cc2)CCN1	7	3	-2	16	2	-5	-5	-15	1.1
Cc1cccc(CNC(=O)C2CCCN(c3nn4c(=O)cc(C)nc4s3)C2)c1 (stereo not given)	8	20	-6	-17	2	-14	-7	-2	0.4
C=CCn1c(-c2ccccc2OC)n[nH]c1=S	2	-6	-6	-10	0	1	-6	-9	0.7
O=C(c1cccs1)N(Cc1ccco1)Cc1cc2ccccc2[nH]c1=O	8	22	-35	5	9	-10	-2	-15	2.1
Cc1ccc(S(=O)(=O)N2C[C@@]3(O)Cn4c(=O)ccc(=O)n4C[C@@]3(OC(=O)NCC3CCCCC3)C2)cc1	x	-3	x	-7	2	x	x	-16	0.3
Cc1ccccc1C(=O)N1CCC(n2nccc2NC(=O)CCOc2ccccc2)CC1	13	-15	-13	0	8	-1	0	4	0.7
CCOc1ccc2cc(C3CC(c4ccco4)=NN3S(=O)(=O)c3ccccc3)c(Cl)nc2c1 (stereo not given)	-5	5	-10	4	1	-2	-5	-1	0.4
CCC1CCCCN1C(=O)CSc1n[nH]c(N)n1 (stereo not given)	3	22	-5	-12	3	-5	2	-15	2.6
O=C(Cc1ccccc1)NCCc1cn2ccsc2n1	4	22	-8	-25	1	-8	-3	-13	0.1
Cc1cc2[nH]c(=O)c(=O)[nH]c2cc1S(=O)(=O)N1CCN(c2ccccc2)CC1	8	33	-5	-4	8	-11	-5	-15	1.0

Part of the list above, limited to CHRM1 PAM and CHRM1 agonist:
SMILES,CHRM1 PAM,CHRM1 agonist
Cc1nnc(Nc2ccc(C(=O)NCCO)cc2)c2ccccc12,9,-4
O=[N+]([O-])c1ccc(Oc2c(F)c(F)nc(N3CCCC3)c2F)cc1,-12,-5
Cc1n[nH]c(=O)nc1N/N=C/c1cccs1,6,-8
O=C(NCC1CCCO1)c1sc2cc(Cl)ccc2c1Cl (stereo not given),-5,-1

Complete entries, looked up by structure. Order of screens: CHRM1 PAM, CHO-K1 Ca PAM, CHO parental Ca, TAAR1 antagonist, TAAR1 agonist, M1 antag, CHRM1 agonist, CHO-K1 Ca antag, M1 ag parental
Cc1cc2[nH]c(=O)c(=O)[nH]c2cc1S(=O)(=O)N1CCN(c2ccccc2)CC1 is listed with 8, 33, -5, -4, 8, -11, -5, -15, 1.0
C=CCn1c(-c2ccccc2OC)n[nH]c1=S is listed with 2, -6, -6, -10, 0, 1, -6, -9, 0.7

Further structures follow.
SMILES	CHRM1 PAM	CHO-K1 Ca PAM	CHO parental Ca	TAAR1 antagonist	TAAR1 agonist	M1 antag	CHRM1 agonist	CHO-K1 Ca antag	M1 ag parental
Cc1ccc(C)c(SCC(=O)N(C)CC(=O)Nc2ccc(N3CCOCC3)cc2)c1	7	19	-10	12	2	-8	-3	-12	1.1
CCOC(=O)C1(CC2CC2)CCN(C(=O)c2cc(C)nc3ccc(CC)cc23)CC1	0	9	-32	29	15	4	-2	-7	4.7
COCCCn1c(SCC(=O)Nc2nc3ccccc3s2)nnc1-c1ccoc1C	6	17	-16	4	4	-7	-3	-8	1.1
Cc1cccc(C)c1NC(=O)C1=C(O)c2sccc2N(C)S1(=O)=O	13	14	-2	-3	12	-13	-7	-5	0.8
Cc1nc2c(-c3ccc(F)cc3)c(C)nn2c(C)c1CCC(=O)NCc1ccco1	2	17	-4	9	-2	0	-4	-1	-0.1
CCc1nnc(NS(=O)(=O)c2ccc(NC(=S)NC(=O)c3ccc(OC)cc3)cc2)s1	1	14	-10	7	3	2	0	-16	0.0
COc1cccc(/C=C/C(=O)OCC(=O)N2CCCc3ccccc32)c1	7	12	2	-10	0	-12	-3	-20	0.4
O=C(Cc1cccc(NC(=O)C2CCCN(C(=O)C3CCCC3)C2)c1)Nc1cccc(C(=O)N2CCCCC2)c1 (stereo not given)	0	1	x	-19	4	1	-4	-4	0.2
CC(C)(C)OC(=O)C[C@H]1C/C=C\C[C@H](CC(=O)N(CCO)Cc2ccccc2)C(=O)N[C@H](C(C)(C)C)COC1=O	-2	-15	-15	31	14	-2	-2	-1	1.5
CCN(CC)CCNC(=O)c1sc2nc(-c3ccccc3)cn2c1C	7	17	-14	-12	2	-9	-12	-11	0.4
Cc1cc(C[n+]2ccccc2)c2nsnc2c1	1	14	-12	11	2	-20	-6	-12	0.9
O=C(NCC(=O)N(CC1CCCO1)C1(C(=O)NC2CCCC2)CCCCC1)c1ccccc1 (stereo not given)	10	4	-23	-3	2	-3	-3	1	0.1
CCN(CC)S(=O)(=O)c1ccc(OC)c(NC(=O)CSc2ccccc2)c1	3	18	-6	1	1	5	-2	-1	1.9
O=C(COc1ccc(Cl)cc1)NCCS(=O)(=O)N1CCN(c2ccc(F)cc2)CC1	-3	-4	-11	6	4	5	1	-7	8.3
CC1CN(C(=O)C(Sc2ccccc2)c2ccccc2)CC(C)O1 (stereo not given)	11	19	-9	-8	-1	-15	-5	-12	1.0
COc1ccc(C2(c3ccc(O)cc3O)CC(c3ccccc3Cl)NC(=S)N2)cc1 (stereo not given)	4	3	-18	11	4	-2	-7	3	0.3
COc1ccc(CCn2c(=O)[nH]c3cc(C(=O)N4CCN(c5ccccn5)CC4)ccc3c2=O)cc1OC	12	0	-10	5	4	-15	-3	-15	0.5
COc1ccc(S(=O)(=O)Nc2ccccc2C(=O)NCc2cccnc2)cc1OC	12	19	-5	-1	7	-4	1	9	-0.7
CCc1cccc(OCC(O)Cn2c(N3CCCCC3)nc3c2c(=O)[nH]c(=O)n3C)c1 (stereo not given)	-1	14	-20	38	11	-4	-1	0	1.2
O=S(=O)(NCCc1csc(-c2cccnc2)n1)c1cccs1	-14	10	-2	-3	4	22	-6	-2	2.8
O=C(CCCCCNC(=O)N1CCn2c1nc1ccccc12)N[C@@H](C(=O)O)c1ccccc1	4	-2	-4	-2	1	-12	-5	0	0.1
Cc1cccc(C(=O)C2CCOC(C)(C)C2)c1 (stereo not given)	-4	4	-13	-23	4	-2	-2	-10	0.8
Cc1nc2c(ncn2-c2ccccc2)c(=O)n1NC(=O)CN1CCCCC1	11	-13	1	-12	0	-10	-5	-5	0.5
CN(C)C(/C=C/Nc1cccc(Br)c1)=C(C#N)C#N	4	-12	-19	-2	3	1	-13	3	-0.1
Cc1cc(C)cc(NC(=O)COC(=O)c2cccc(S(=O)(=O)N3CCCCC3)c2)c1	0	4	-18	24	15	4	-5	-15	0.5
Cc1sc2ncn(CC(=O)NCCCC(=O)N3CCN(c4ncccn4)CC3)c(=O)c2c1C	0	-1	-16	21	5	-18	-6	2	0.0
O=C(CN1C2CCCC1CC(NC(=O)C1CCCCC1)C2)Nc1ccccc1 (stereo not given)	3	9	-18	-8	-2	-7	-10	-12	0.7
COc1ccc(OC)c(S(=O)(=O)Nc2ccccc2F)c1	0	4	-9	-11	9	0	-6	-14	0.2
O=S1(=O)NC(CC2=CCCCC2)C2CCCCC2O1 (stereo not given)	0	10	-13	7	4	-6	-9	-22	-0.8
Cc1ccc(CNC(=O)CCC(=O)c2cccs2)cc1	0	3	-11	-10	8	2	-3	-3	0.1
Cc1ccc(C(=O)Nc2sc3c(c2C(=O)O)CCCCC3)o1	0	4	-12	-1	6	1	-4	-4	0.3
CCOC(=O)NCc1ccc(CNC(=O)OCC)cc1	4	14	1	3	13	-2	-3	-4	0.7
CCCc1ccc(OCCNC(=O)c2ccco2)cc1	2	6	x	-13	0	-6	-3	-9	2.2
Cc1ccc(C)c(NC(=O)CSc2nc(C)cs2)c1	0	10	-19	12	7	4	-3	-9	-0.5
COC(=O)c1ccc(NC(=O)c2ccccc2CC[N+](=O)[O-])cc1	9	23	1	3	4	-8	-6	-9	0.7
O=C(Nc1ccccc1Cl)c1cccc(NC(=O)C2CCCC2)c1	4	17	-18	3	0	-6	-5	-7	2.5
O=C(Cc1ccc(Cl)cc1)NCC(=O)N1CCN(Cc2ccccc2)CC1	13	-1	4	0	1	-19	-2	1	1.2
CCCn1c2ccccc2c2nnc(SCc3[nH]c(=O)[nH]c3C(=O)CCCCC(=O)OCC)nc21	1	-5	-41	4	-2	-3	-13	-4	-0.2
COc1ccc(-c2cc(-c3ccccc3)nc(SC(C)C(=O)O)c2C#N)cc1 (stereo not given)	4	1	-15	6	-1	-9	-5	-2	-0.1
CCc1ccc(CNC(=O)C2CCN(S(=O)(=O)N3CCC4(CC3)OCCO4)CC2)cc1	-7	-10	-22	-21	2	7	-9	-18	0.7
Cc1ccccc1NC(=S)NCCc1ccc(S(N)(=O)=O)cc1	11	26	-5	23	1	-10	-9	-13	0.5
COc1cc(CCC(=O)Oc2ccc(C(C)=O)cc2)cc(OC)c1OC	1	8	-10	5	0	6	-4	3	1.2
O=C(CN1C(=O)COc2ccc(S(=O)(=O)N3CCOCC3)cc21)Nc1cccc(Cl)c1	10	7	-14	-8	1	-9	-3	-15	0.8
CCN(CC(=O)Nc1ccccc1C(F)(F)F)C(=O)COc1cccc2c1OC(C)(C)C2	12	-14	2	-15	7	-16	2	12	0.0
COc1cc(S(=O)(=O)N(Cc2ccccc2)CC2CCCO2)ccc1-n1cnnn1 (stereo not given)	6	-5	-20	-2	2	0	-5	-9	3.9
Cc1cccc(Nc2c([N+](=O)[O-])c(=O)n(C)c3ccccc23)c1	6	19	-10	2	4	-8	-4	-10	1.8

Assay outcomes: PubChem, The Scripps Research Institute Molecular Screening Center
